Bioassay records deposited in PubChem by several laboratories.
PMI inhibition: human PMI inhibitors, high substrate, primary screen, biochemical, fluorescence intensity, high mannose 6-phosphate (AID 1220). recombinant PMI enzyme, coupled fluorescence intensity; higher % means a stronger effect. 190,000 compounds, 0.66% hits. one-dose inhibition, % at 20 µM; IC50 in µM for titrated hits
T cell HTS: T cell immune modulators affecting CD8 T cell-vesicle binding | AID 2052 | 330,000 compounds, 0.068% hits | calls only at 7 µM | 2C CD8+ T cell-vesicle binding, flow cytometry; active compounds read low;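 active means response, share of CD8 T cells binding vesicles, and their 90th percentile fluorescence all below set limits, cut at about 80% in these data, passing the limit was not always enough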
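Incubation: binding step 1.5 h, 37 °C, antibody labelling 20 min, ice; system: murine 2C transgenic CD8+ T lymphocytes; technique: cytometric PE anti-B7-1 and Alexa647 anti-CD8 signals after 1% paraformaldehyde fixation; also added: QL9-charged Drosophila Ld/ICAM-1/B7-1 vesicles; control set: naked versus QL9-loaded vesicles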
RSV CPE inhibition: RSV antiviral activity via CPE protection, HEp-2 cells, primary 10 µM value included (AID 2391) | HEp-2 cells, RSV-induced CPE inhibition; higher % means a stronger effect | CPE inhibition, % at 10 µM; hits with a dose series show IC50 in µM | 310,000 compounds, 0.13% hits; in the data active means a potency from the dose series; inconclusive means CPE inhibition mostly from about 23% at the one dose, without a potency; inactive means the rest, 99 in 100 with CPE inhibition below about 21%; further: strong numbers were not always called active
P. falciparum M1AAP: P. falciparum M1AAP inhibitors, biochemical, fluorogenic H-Leu-NHMec substrate, 1536-well (AID 1445); inhibition, % at 30 µM, or IC50 in µM where a hit was titrated; recombinant M1AAP, H-Leu-NHMec fluorogenic kinetic assay; higher % means a stronger effect; 220,000 compounds, 0.42% hits;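 active means primary inhibition above the hit cutoff, then over 50% inhibition at one or more dose response concentrations, cut at about 23% in these data, passing the limit was not always enough; inconclusive means conflicting primary data, or primary hits not chosen for dose response; inactive means low primary inhibition, or under 50% at every dose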;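 further: plate controls were DMSO full reaction for no effect and no enzyme background for full effect; strong numbers were not always called active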
TNAP activators: stimulation of alkaline phosphatase TNAP activity – biochemical, luminescent, no phosphate acceptor, uHTS, primary screen (AID 1001) | purified TNAP, luminescent activation assay, no phosphate acceptor; higher activation fold means a stronger effect | activation fold at 20 µM, or EC50 in µM where a hit was titrated | 200,000 compounds, 0.03% hits; in the data active means activation fold from about 3, or a potency from the dose series; inactive means the rest, 99 in 100 with activation fold below about 1.6; further: many of its hits are not listed in these tables
UTI89 phage lysis: inhibition of K1F phage lysis, E. coli UTI89, bacterial capsule biogenesis inhibitors, alamar blue (AID 488966); E. coli UTI89 K1F phage lysis, alamar blue, 2 h; higher % means a stronger effect; inhibition, % at 100 µM, or IC50 in µM where a hit was titrated; 340,000 compounds, 0.02% hits;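 active means phage lysis inhibition, versus mean bacterial control, above a set limit; inconclusive means no clear call, values can overlap the other calls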;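 further: capsule biogenesis inhibitors block K1F phage lysis so surviving cells raise fluorescence; higher fluorescence means more inhibition of phage lysis; actives were called in the ten point dose series up to 300 µM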
West Nile virus CPE: inhibition of WNV-induced cytopathic effect – cell-based, CPE readout (AID 1621). West Nile virus-infected cells, CPE inhibition; higher % means a stronger effect. CPE inhibition, % at 10 µM, or IC50 in µM where a hit was titrated. 290,000 compounds, 0.02% hits; in the data active means a potency from the dose series; inconclusive means CPE inhibition mostly from about 3.7% at the one dose, without a potency; inactive means the rest, 99 in 100 with CPE inhibition below about 2.2%; further: strong numbers were not always called active
M17LAP inhibition: P. falciparum M17LAP inhibitors, primary screen, biochemical, fluorogenic H-Leu-NHMec substrate, 1536-well (AID 1619); recombinant M17LAP, H-Leu-NHMec fluorogenic kinetic assay; higher % means a stronger effect; one-dose inhibition, % at 30 µM; IC50 in µM for titrated hits; 220,000 compounds, 0.38% hits;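 active means compound inhibiting the enzyme by more than half at any dose during confirmatory dose-response retesting; inconclusive means strong single-dose inhibitors picked by rank but not retested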;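 further: plate controls were full reaction with DMSO carrier for no effect and no enzyme background for full effect; strong numbers were not always called active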
PMI inhibitors: inhibitors of human PMI, primary screen, biochemical, fluorescence intensity, coupled assay (AID 1209) | 190,000 compounds, 0.42% hits | purified PMI enzyme, coupled fluorescence intensity; higher % means a stronger effect | inhibition, % at 20 µM; hits with a dose series show IC50 in µM;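 further: plate controls were DMSO vehicle for no effect and wells lacking substrate for full effect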
T cell HTS vesicle-bound %: recorded beside T cell HTS, whose call it bears; double positive events, %; measured here: CD8+ vesicle-bound cell fraction;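 binding gate set so that unloaded-vesicle control wells show 10% double positive cells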
* marks the source's active call; other numbers are inactive results; i = inactive; ? = inconclusive; . = no result given; [ ] = remark or other dose. Unless noted, no stated cut-off is given here; in the data, active means inhibition above about 50%; inactive means the rest.

Each structure is followed by: PMI inhibition | T cell HTS | T cell HTS vesicle-bound % | RSV CPE inhibition | P. falciparum M1AAP | TNAP activators | UTI89 phage lysis | West Nile virus CPE | M17LAP inhibition | PMI inhibitors
1) CCOC(=O)C1CCCN(S(=O)(=O)Cc2ccccc2Cl)C1 (stereo not drawn)
  . | i | 22 | 2.0% | . | . | 1.9% | -0.1% | . | .
2) O=P(O)(O)c1ccccc1OCCCCCOc1ccccc1P(=O)(O)O
  -9% | i | 13 | 2.5% | 3% | 0.1 | 2.6% | 0.2% | 45% | 5%
3) Brc1ccc(C2=Nn3c(nnc3-c3cccnc3)SC2)s1
  -12% | i | 30 | 1.0% | 2% | 1.1 | 2.9% | -0.4% | 0% | -5%
4) CCOC(=O)N1CCC(NC(=O)CN2C(=O)CCSc3ccccc32)CC1
  15% | i | 36 | 2.3% | 6% | 1 | 5.8% | 0.3% | 12% | 17%
5) Oc1c(Cl)cc(CN2CCCCC2)c2cccnc12
  . | i | 6 | 13% | . | . | 0.2% | ? | . | .
6) COc1cc(C(=O)NNC2=CC(=O)CC(C)(C)C2)cc(OC)c1OC
  2% | i | 36 | 1.7% | 5% | 1 | 6.8% | -0.1% | 12% | 6%
7) CCOc1ccccc1OCCCOc1ccc([N+](=O)[O-])cc1Cl
  -8% | i | 57 | 4.4% | 10% | 1 | 0.0% | 0.4% | -10% | -8%
8) CS(=O)(=O)Nc1ccc2c(c1)nc1n2CCOC1
  1% | i | 38 | 1.9% | 2% | 1.1 | -0.1% | 0.3% | 16% | 1%
9) CC(=O)Nc1ccc(S(=O)(=O)N2CCN(CC(=O)NC3CCCC3)CC2)cc1
  -9% | i | 24 | 0.6% | 8% | 1.1 | -0.6% | 0.7% | 2% | -10%
10) Cc1cccc(N2CCN(C(=O)c3cc(S(=O)(=O)N4CCOCC4)cn3C)CC2C)c1 (stereo not drawn)
  . | i | 24 | -0.6% | . | . | 0.2% | 0.6% | . | .
11) O=C(Nc1ccc(Cl)cc1)Nc1ccc(N2CCOCC2)cc1
  15% | i | 22 | 0.8% | 13% | 1.1 | 2.2% | 0.7% | 6% | 16%
12) Cn1c(=O)c2ccccc2n(Cc2ccccc2F)c1=O
  3% | i | 34 | 9.6% | 3% | 1.1 | 0.4% | -1.4% | -3% | -3%
13) O=C(COC(=O)C1CCN(/C=C/C(=O)C(F)(F)F)CC1)Nc1cccc(F)c1
  6% | i | 54 | 2.0% | 1% | 1 | 0.9%[50 µM] | -0.1% | 17% | 8%
14) O=C(N/N=C/c1ccc(OCc2ccccc2)cc1)c1ccco1
  . | i | 29 | -1.5% | 1% | . | 0.8% | 0.1% | 0% | .
15) COc1cc(C(CCN2CCCC(C)C2)c2c(OC)cc(OC)c3c(-c4ccccc4)cc(=O)oc23)cc(OC)c1OC (stereo not drawn)
  . | . | . | 0.2% | 6% | . | -0.9% | 17% | 0% | .
16) CCN(CC(=O)Nc1c(F)cccc1F)C(=O)COc1ccc2c(C)cc(=O)oc2c1
  -17% | i | 34 | 0.2% | 4% | 1.1 | 0.1% | -0.6% | -2% | -20%
17) CCOC(=O)C1=C(C)OC(N)=C(C#N)C1c1cc2c(cc1[N+](=O)[O-])OCO2 (stereo not drawn)
  47% | i | 42 | -1.2% | 15% | 0.9 | 0.3% | 1.1% | -4% | 14%
18) CC(C)n1c(/C=C/[C@@H](O)C[C@@H](O)CC(=O)O)c(-c2ccc(F)cc2)c2ccccc21
  . | i | 24 | 1.9% | . | . | 3.7% | -2.1% | . | .
19) Cc1cccc(Nc2nc(OCC#N)nc(N(C)C)n2)c1
  . | i | 58 | 52% | . | . | -0.1% | -1.3% | . | .
20) COc1ccc(CN(C(=O)COc2ccc(C)c(C)c2)C2CCS(=O)(=O)C2)cc1OC (stereo not drawn)
  . | i | 24 | -0.6% | . | . | 1.9% | -0.6% | . | .
21) OC1(Cc2cc(-c3ccccc3)no2)CCN(CCCc2ccccc2)CC1
  . | i | 54 | -1.0% | . | . | -0.1% | -0.6% | . | .
22) OCCN(Cc1ccccc1)CC(O)COc1ccc(-c2ccccc2)cc1 (stereo not drawn)
  . | i | 60 | 10% | 2% | 1.1 | -0.4% | -0.2% | -4% | .
23) CN(C)S(=O)(=O)c1cccc(NC(=S)N/N=C/C(=O)c2ccccc2)c1
  -9% | i | 16 | 15% | -4% | 1.3 | 1.8%[50 µM] | -1.2% | 25% | 0%
24) CCOC(=O)COn1c(=O)c(-c2ccc(F)cc2)[n+]([O-])c2ccccc21
  . | i | 29 | -0.1% | . | . | -0.7%[50 µM] | 0.0% | . | .
25) CC1(c2ccccc2)NC(=O)N(CCN2C(=O)c3ccccc3C2=O)C1=O (stereo not drawn)
  -1% | i | 11 | -0.6% | 2% | 1.2 | 1.6% | 0.1% | -13% | 0%
26) CC(=C\c1ccccc1)/C=C1/SC(=S)N(CCC(=O)O)C1=O
  . | i | 14 | 1.0% | . | . | 2.0% | -0.8% | . | .
27) O=C(Nc1ccc(N2CCOCC2)c(Cl)c1)c1cc2ccccc2o1
  -1% | i | 48 | 5.1% | 2% | 1.1 | 1.3% | 1.3% | -1% | -2%
28) Cn1cccc1CC(=O)NNC(=S)NC(=O)c1ccccc1Br
  -29% | i | 63 | 0.9% | -6% | 2.5 | -1.2% | -0.7% | 13% | -17%
29) Cn1c(Cc2ccccc2)nnc1SCC(=O)Nc1ccccc1N1CCOCC1
  6% | i | 14 | 2.6% | 4% | 1.2 | 0.0% | -0.1% | 4% | 7%
30) O=C(Nc1ccc(F)cc1F)N1CCCC(c2nc(-c3ccc(F)cc3)no2)C1 (stereo not drawn)
  6% | i | 59 | 15% | 5% | 1.1 | -0.1% | -0.9% | -2% | 11%
31) C=CCn1c(SCC(=O)Nc2ccccc2C)nnc1-c1ccncc1
  0% | i | 42 | 2.9% | 5% | 1.1 | 0.7% | -0.1% | -4% | 14%
32) CC(CCc1ccccc1)NC(=O)C(=O)NCCc1ccccc1 (stereo not drawn)
  -9% | i | 15 | 1.6% | -1% | 1.1 | 2.8% | -0.8% | 9% | -10%
33) COC(=O)Nc1nnc(COc2cccc(C)c2)s1
  -19% | i | 44 | 0.8% | 1% | 1.1 | -2.0% | 0.3% | 9% | -18%
34) CCc1ccc(NC(=O)CCS(=O)(=O)c2ccc(Cl)cc2)cc1
  . | i | 64 | 0.3% | . | . | 0.3% | -0.2% | . | .
35) CC(c1ccccc1)n1c(CO)nc2ccccc21 (stereo not drawn)
  . | i | 56 | 0.4% | . | . | 1.0% | -0.7% | . | .
36) Cc1cc(NC(=O)c2cccnc2)ccc1NC(=O)c1cc2ccccc2o1
  . | i | 15 | -0.4% | . | . | -0.3% | 0.1% | . | .
37) COC(=O)CSc1nc2c(c(-c3ccco3)c1C#N)CCCC2
  -41% | i | 39 | 1.5% | 4% | 1 | -0.9% | 0.2% | 11% | -29%
38) COCCN(C(=O)CCc1nnc(Cc2c[nH]c3ccccc23)o1)C(C)C
  . | i | 59 | 2.1% | . | . | 0.8% | -0.4% | . | .
39) O=C(c1ccncc1)N1CCN(C(=O)c2ccncc2)CC1
  4% | i | 4 | -1.1% | -4% | 1.1 | -3.0% | 0.1% | -6% | 7%
40) Cn1cccc1C(=O)OCC(=O)Nc1ccc2c(c1)OCO2
  -2% | i | 50 | 13% | -2% | 1.1 | 0.3% | 0.4% | -2% | -4%
41) COC(=O)NCC1(C)CC(NC(=O)OC)CC(C)(C)C1 (stereo not drawn)
  0% | i | 55 | 1.3% | 3% | 1 | 0.0% | 0.0% | 9% | -1%
42) COc1cc(OC)c2c(c1)C(=O)OC2OC (stereo not drawn)
  . | i | 28 | 2.1% | 10% | . | 0.2% | 0.3% | 1% | .
43) CC(c1ccco1)N(C(=O)c1ccccc1NS(=O)(=O)c1ccc(Cl)cc1)c1ccccn1 (stereo not drawn)
  -8% | i | 46 | 8.6% | 1% | 1 | -0.8% | -0.6% | 13% | -6%
44) CC(C)(C)c1ccc(C(=O)NC2CCN(Cc3ccccc3)CC2)cc1
  . | i | 50 | 0.1% | . | . | 0.3% | -0.8% | . | .
45) CCOC(=O)CSc1ncc(-c2cccc(Cl)c2)cn1
  2% | i | 52 | 1.1% | 5% | 1.1 | -0.6% | -0.3% | -2% | 4%
46) Cc1nn(-c2ccccc2)c(NC(=O)c2ccccc2)c1Br
  . | i | 10 | 0.8% | . | . | 2.1% | -0.6% | . | .
47) CCO[C@@H]1OC(C(=O)NCc2nc3ccccc3[nH]2)=C[C@H](C2CC2)[C@H]1CCCO
  -1% | i | 35 | 1.9% | -4% | 1.2 | 0.7% | 0.6% | 27% | -8%
48) CCS(=O)(=O)N1CCCC(C(=O)NC2CCCCC2)C1 (stereo not drawn)
  0% | i | 46 | 4.2% | 3% | 1.1 | 0.8% | 1.3% | -4% | -2%
49) Cc1c(NC2=CC(=O)CC(C)(C)C2)ccc([N+](=O)[O-])c1C
  1% | i | 56 | -0.4% | 3% | 1.2 | 0.2% | -1.0% | 13% | 11%
50) Cc1cccc(C)c1OCc1cc(C(=O)N2CCN3CCCC3C2)no1 (stereo not drawn)
  . | i | 5 | -0.8% | . | . | 0.2%[50 µM] | -1.0% | . | .
51) Cc1nc2ccc(NC(=O)c3sccc3C)cc2s1
  -9% | i | 37 | 5.6% | 2% | 1 | 0.4% | 0.2% | 10% | -17%
52) CC(=O)Nc1ccc(S(=O)(=O)N(C)CC(=O)NC2=NCCS2)cc1
  -7% | i | 31 | 2.5% | -3% | 1 | 0.6% | 0.6% | 11% | -8%
53) CCCCN1C(=O)/C(=C2/C=CC=CN2C)SC1=S
  1% | i | 24 | -0.1% | 3% | 0.9 | 0.0% | 0.1% | 12% | 7%
54) COc1cc(OC)cc(-c2cc3nc(C)c(CCC(=O)O)c(C)n3n2)c1
  2% | i | 46 | -0.1% | 4% | 1.1 | 1.2% | 0.4% | 13% | 6%
55) CC(C(=O)NCC1CCCO1)n1cccc1C(=O)c1ccccc1 (stereo not drawn)
  0% | i | 19 | 1.7% | 4% | 1 | 0.6% | 0.1% | -8% | -9%
